Rac1 wt modul: alters GTP binding to wildtype human Rac1. P63000. GST-Rac1 beads, fluorescent GTP binding, flow cytometry; actives lie on both sides; 0 = cold GTP competed, 100 = untreated. GTP binding activity (% of control), % at 10 µM. 190,000 tested, 0.27% active;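 active = GTP binding activity at least 20 points away from the 100% control level, either lower or higher; inconclusive = compound flagged as likely green fluorescent, judged across all proteins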
Rab2A wt mod: changes GTP binding to wildtype dog Rab2A, up or down. P61105. GST-Rab2 wt beads, Bodipy-GTP binding, flow cytometry. GTP binding activity, % at 10 µM. 190,000 tested, 0.19% active. AID 760;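 active = GTP binding activity at least 20 points away from 100%, either lowered or raised; inconclusive = signal likely due to the compound's own green fluorescence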;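 also: 0% = beads with excess unlabeled GTP and 100% = no-compound control corrected for plate trend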
Mcl-1 Bim block: human Bim-Mcl-1 interaction inhibition | Q07820 | Bead-based flow cytometry, Bim peptide-Mcl-1 binding | inhibition, % at 10 µM | 190,000 tested, 0.1% active; in the data active = inhibition above about 40%;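 also: 0% = no compound tracer wells and 100% = peptide blocker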
Target sequence (Q07820 whole entry, looked up): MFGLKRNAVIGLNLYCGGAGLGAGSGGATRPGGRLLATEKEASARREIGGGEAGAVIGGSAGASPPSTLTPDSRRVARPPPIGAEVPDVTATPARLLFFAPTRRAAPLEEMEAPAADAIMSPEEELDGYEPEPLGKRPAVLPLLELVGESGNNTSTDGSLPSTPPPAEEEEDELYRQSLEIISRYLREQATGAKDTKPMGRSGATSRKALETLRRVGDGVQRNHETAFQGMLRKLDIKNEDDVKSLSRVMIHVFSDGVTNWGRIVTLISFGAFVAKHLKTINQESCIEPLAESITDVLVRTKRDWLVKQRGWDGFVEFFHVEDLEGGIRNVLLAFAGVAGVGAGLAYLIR
Rab7 wt GTP bind: modulators of GTP binding to dog Rab7 wildtype GTPase | AID 758 | GTP binding activity (percent of control), % at 10 µM | 190,000 tested, 0.055% active | GST-Rab7 beads, fluorescent GTP binding, flow cytometry; actives lie on both sides; untreated = 100%, excess cold GTP = 0%;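 active = fluorescent GTP binding to Rab7 beads changed by at least 20 points from the 100% baseline, either direction, mostly lower; inconclusive = compound itself probably fluorescent, or too few beads counted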;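 also: median green fluorescence of bound Bodipy-FL-GTP per Rab7 bead population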
Mcl1-Noxa inh: disrupts binding of human Mcl-1 to Noxa peptide. Q07820. TR-FRET Mcl-1/Noxa peptide binding, 2 h. inhibition, % at 21.7 µM. 220,000 tested, 1.5% active;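 active = compounds that cut the protein-peptide binding signal by more than 50% relative to plate controls in a single-dose test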;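 also: His-tagged Mcl-1 with rhodamine Noxa BH3 peptide and terbium anti-His antibody; 0% = Mcl-1 plus Noxa peptide wells and 100% = peptide-only wells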
Pf gametocyte: inhibitors of late stage P. falciparum gametocyte viability | inhibition, % at 10.9 µM | 150,000 tested, 0.065% active | P. falciparum stage V gametocytes, ATP luminescence, 24 h;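 active = inhibition above the mean plus 3 SD of compounds within the control limits, set per campaign, cut at about 38% in these data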;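 also: 0% = DMSO wells and 100% = medium only without gametocytes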
Rac1 mut GTP: human Rac1 activated mutant GTP binding change; P63000; GST-Rac1 activated beads, fluorescent GTP binding, flow cytometry; actives lie on both sides; 100% means binding = to untreated wells; percent activity (GTP binding), % at 10 µM; 190,000 tested, 0.11% active;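 active = GTP binding at least 20 percentage points away from the 100% baseline, in either direction, so actives lie on both sides; inconclusive = Compound likely fluorescent itself, or too few beads counted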
Mcl1 Bid PPI: disrupts binding of human Mcl-1 to Bid peptide | Q07820 | TR-FRET Mcl-1/Bid-Dy647 peptide binding, 1536-well | inhibition, % at 21.7 µM | 220,000 tested, 0.97% active;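 active = compounds that cut the binding signal by more than half at the single screening dose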;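 also: His-tagged Mcl-1 with europium anti-His antibody binding Bid BH3 peptide; 0% = Mcl-1 plus peptide wells and 100% = peptide-only wells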
Cdc42 wt: human Cdc42 wildtype GTP binding change, either direction. GST-Cdc42 beads, Bodipy-GTP binding, flow cytometry; actives lie on both sides. P60953. AID 761. percent activity (GTP binding), % at 10 µM. 190,000 tested, 0.2% active;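 active = percent activity GTP binding at least 20 points away from the 100% baseline, either down as inhibitor or up as activator; inconclusive = compound flagged as likely green fluorescent from well-wide comparison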;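 also: median bead fluorescence of bound Bodipy-FL-GTP at 100 nM; 0% = excess unlabeled GTP control and 100% = no compound control; below 100% means less GTP binding so inhibitor and above means activator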
Target sequence (P60953 whole entry, looked up): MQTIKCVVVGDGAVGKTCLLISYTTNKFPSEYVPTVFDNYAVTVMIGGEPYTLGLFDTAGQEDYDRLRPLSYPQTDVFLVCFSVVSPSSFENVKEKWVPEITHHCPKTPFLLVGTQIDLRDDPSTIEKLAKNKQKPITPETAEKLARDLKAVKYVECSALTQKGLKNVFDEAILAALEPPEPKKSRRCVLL
Avidin fluor: compound fluoresces at 488/530 nm on avidin beads | compound fluorescence 488/530 nm, flow cytometry; stronger effect = higher value | fluorescence (KMESF) at 10 µM | 220,000 tested, 0.38% active; in the data active = fluorescence above about 47; also: inactives centre near 10
HRas wt GTP bind: modulators of GTP binding to human HRas wildtype; 190,000 tested, 0.14% active; P01112; GTP binding activity, % at 10 µM; GST-Ras wt beads, Bodipy-FL-GTP binding, flow cytometry; actives lie on both sides;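 active = GTP binding activity at least 20% away from the 100% baseline, either lowered as inhibitor or raised as activator; inconclusive = flagged as likely green fluorescent, judged across all proteins in the well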;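 also: 0% = unlabeled GTP competition control and 100% = no-compound control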
Target sequence (P01112 whole entry, looked up): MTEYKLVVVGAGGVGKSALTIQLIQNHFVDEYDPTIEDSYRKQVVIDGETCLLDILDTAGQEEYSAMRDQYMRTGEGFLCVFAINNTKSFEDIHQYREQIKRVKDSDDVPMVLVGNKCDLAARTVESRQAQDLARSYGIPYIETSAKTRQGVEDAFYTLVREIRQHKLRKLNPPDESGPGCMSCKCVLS
Active calls of the source: *; ? = inconclusive; · = not tested or not shown.

Values run as follows: Rac1 mut GTP	Rab7 wt GTP bind	Mcl1-Noxa inh	Rab2A wt mod	Cdc42 wt	HRas wt GTP bind	Mcl1 Bid PPI	Rac1 wt modul	Avidin fluor	Pf gametocyte	Mcl-1 Bim block
(1) COC(=O)c1cc(OC)c(OC)c(OC)c1NC(=O)c1ccc(S(=O)(=O)N(C)C)cc1
    98	100	1	101	106	101	7	108	16	·	-10
(2) C=CCOc1ccc(C2C(C(=O)c3ccco3)=C(O)C(=O)N2CCCN(CC)CC)cc1 (configuration not stated)
    103	100	-2	105	106	104	-53	104	10	·	-1
(3) CCOc1ccc(NC(=O)c2ccc3c(c2)N(Cc2ccc(F)cc2)C(=O)CS3=O)cc1 (configuration not stated)
    100	101	13	100	102	101	-15	104	9	·	-1
(4) CCc1ccccc1N1CCN(S(=O)(=O)c2cc(OC)ccc2OC)CC1
    101	102	2	100	105	101	-11	107	8	·	2
(5) Nc1ncnc2nc(SCCN3CCCCC3)[nH]c12
    98	103	-1	102	102	102	0	102	7	21	-4
(6) CCOc1cc(/C=C2\N=C(C)OC2=O)cc(Br)c1OCCc1ccccc1
    99	98	12	97	101	98	-5	104	31	·	-2
(7) O=C(Nn1c(O)c(C=C2N=c3ccccc3=N2)sc1=S)c1ccc(Cl)cc1
    90	96	12	95	93	95	-18	92	35	1	4
(8) CC1=C(C(=O)N(C)CCC#N)C2(CCCCC2)OC1=O
    101	102	4	104	103	103	-11	110	8	·	2
(9) CCOc1ccc(C(OC(=O)c2ccco2)C(=O)NCc2ccc(C)cc2)cc1 (configuration not stated)
    97	95	11	98	99	98	-14	97	29	4	-4
(10) CCOc1ccc(C2c3[nH]c4ccccc4c3CCN2C(=O)Cn2cncn2)cc1 (configuration not stated)
    96	97	12	96	96	96	-59	103	9	-19	0
(11) COc1cc(NC(=O)Nc2cccc(Cl)c2)c(OC)cc1NC(=O)CN1CCCCC1
    100	100	8	101	102	102	-1	102	5	·	2
(12) COC(=O)c1sccc1NC(=S)N1CCCC(C)C1 (configuration not stated)
    100	102	-25	102	102	102	-9	104	14	-14	-5
(13) Cc1cc(C)n2nc(C(=O)OCC(=O)c3cc(C)n(C)c3C)nc2n1
    97	93	21	94	98	92	-57	98	4	-40	-1
(14) COCCOC(=O)C1=C(C)N=C2SCCC(=O)N2C1c1ccc(OC(=O)c2ccco2)cc1 (configuration not stated)
    102	97	-8	102	103	102	-18	103	28	12	-4
(15) CCCN(CCC)CCCNC(=O)CC(C(=O)N1CCc2ccccc21)n1ccnc1 (configuration not stated)
    99	102	-1	102	103	102	-20	102	9	·	-1
(16) Nn1c(COc2ccc(Cl)cc2)nc2ccccc2c1=O
    100	100	13	99	101	100	-20	104	14	4	-3
(17) O=C(NCc1ccco1)C(=O)NCC1OCCN1S(=O)(=O)c1ccc(F)cc1 (configuration not stated)
    100	96	19	100	103	99	-6	103	·	·	-2
(18) OC(Cn1nnc2ccccc21)Cn1c(C(F)(F)F)nc2ccccc21 (configuration not stated)
    96	103	12	100	104	103	-29	103	20	-3	-1
(19) COC(=O)C1(O)CC(C(C)C)=NN1C(=O)c1ccc(Cl)cc1 (configuration not stated)
    99	99	13	103	103	102	-8	104	10	·	1
(20) Cc1c(C)c(C)c(S(=O)(=O)N2CCNCC2)c(C)c1C
    93	103	3	97	98	96	2	97	11	-6	-3
(21) COC(=O)CC1C(=O)NCCN1Cc1cn(-c2ccc(C)cc2)nc1-c1cccc(C)c1 (configuration not stated)
    92	93	8	92	92	94	-12	95	8	-34	-1
(22) COc1ccccc1CNC(=O)Cn1cc2c(n1)CCCC2
    100	99	-1	98	101	100	-8	106	8	·	1
(23) CC(=O)Nc1ccc(NC(=O)c2ccc(C3SCC(=O)N3CCc3ccccc3)cc2)cc1 (configuration not stated)
    102	103	23	100	102	101	-15	103	12	4	-2
(24) CC1CCc2c(sc(NC(=O)c3ccc(Cn4cc(Br)cn4)o3)c2C(N)=O)C1 (configuration not stated)
    100	101	19	104	103	104	45	103	11	·	-2
(25) CCOc1ccc(Br)cc1S(=O)(=O)Nc1ccc(C(=O)OC(C)C(=O)N(C)c2ccccc2)cc1 (configuration not stated)
    94	97	3	96	97	97	8	98	8	8	-5
(26) O=c1[nH]c2ccccc2n1Cc1ccccc1
    97	102	8	100	98	100	-10	100	6	·	0
(27) Cc1cc(NC(=O)CSCCc2ccncc2)no1
    96	104	6	102	101	101	2	103	6	·	-5
(28) CCOC(=O)Cc1csc(NC(=O)C(C)(C)CC)n1
    101	102	-4	100	103	101	-40	108	6	·	-1
(29) O=C(c1cccc(F)c1)N1CCN(Cc2ccco2)CC1
    102	102	-9	100	105	102	-14	109	6	8	-1
(30) O=c1cc(CNC2CCCCC2)c2ccccc2[nH]1
    100	93	12	102	104	102	-5	103	6	·	0

Seven of the entries above in order of their number in Mcl-1 Bim block, descending.
nr	molecule	Mcl-1 Bim block
11	COc1cc(NC(=O)Nc2cccc(Cl)c2)c(OC)cc1NC(=O)CN1CCCCC1	2
19	COC(=O)C1(O)CC(C(C)C)=NN1C(=O)c1ccc(Cl)cc1 (configuration not stated)	1
29	O=C(c1cccc(F)c1)N1CCN(Cc2ccco2)CC1	-1
23	CC(=O)Nc1ccc(NC(=O)c2ccc(C3SCC(=O)N3CCc3ccccc3)cc2)cc1 (configuration not stated)	-2
14	COCCOC(=O)C1=C(C)N=C2SCCC(=O)N2C1c1ccc(OC(=O)c2ccco2)cc1 (configuration not stated)	-4
27	Cc1cc(NC(=O)CSCCc2ccncc2)no1	-5
1	COC(=O)c1cc(OC)c(OC)c(OC)c1NC(=O)c1ccc(S(=O)(=O)N(C)C)cc1	-10

3 records drawn at random from those above, as already listed:
Values run as follows: Rac1 mut GTP	Rab7 wt GTP bind	Mcl1-Noxa inh	Rab2A wt mod	Cdc42 wt	HRas wt GTP bind	Mcl1 Bid PPI	Rac1 wt modul	Avidin fluor	Pf gametocyte	Mcl-1 Bim block
(14) COCCOC(=O)C1=C(C)N=C2SCCC(=O)N2C1c1ccc(OC(=O)c2ccco2)cc1 (configuration not stated)
    102	97	-8	102	103	102	-18	103	28	12	-4
(7) O=C(Nn1c(O)c(C=C2N=c3ccccc3=N2)sc1=S)c1ccc(Cl)cc1
    90	96	12	95	93	95	-18	92	35	1	4
(30) O=c1cc(CNC2CCCCC2)c2ccccc2[nH]1
    100	93	12	102	104	102	-5	103	6	·	0

The main list resumes with the 4 entries that preceded the break.
Values run as follows: Rac1 mut GTP	Rab7 wt GTP bind	Mcl1-Noxa inh	Rab2A wt mod	Cdc42 wt	HRas wt GTP bind	Mcl1 Bid PPI	Rac1 wt modul	Avidin fluor	Pf gametocyte	Mcl-1 Bim block
(27) Cc1cc(NC(=O)CSCCc2ccncc2)no1
    96	104	6	102	101	101	2	103	6	·	-5
(28) CCOC(=O)Cc1csc(NC(=O)C(C)(C)CC)n1
    101	102	-4	100	103	101	-40	108	6	·	-1
(29) O=C(c1cccc(F)c1)N1CCN(Cc2ccco2)CC1
    102	102	-9	100	105	102	-14	109	6	8	-1
(30) O=c1cc(CNC2CCCCC2)c2ccccc2[nH]1
    100	93	12	102	104	102	-5	103	6	·	0
(31) Cc1nc(Cl)cc(CS(=O)(=O)c2ccc(Cl)cc2)n1
    96	100	22	99	100	98	28	99	11	-7	1
(32) COC(=O)Nc1ccc(S(=O)(=O)N2c3ccccc3CCC2C)cc1 (configuration not stated)
    97	94	-10	98	100	96	9	99	33	·	7
(33) O=C(CSc1nnnn1-c1ccccc1)N1CCCc2ccccc21
    95	96	7	95	99	99	-12	100	21	·	-5
(34) O=C(CSc1nnc(-c2ccncc2)n1Cc1ccco1)Nc1nc(-c2ccccc2)cs1
    101	102	-39	102	103	103	18	100	13	·	-4
(35) O=C(Nc1ccc(Cl)cc1)C1CC(=O)n2c(nc3ccccc32)N1 (configuration not stated)
    97	96	3	95	96	96	1	97	20	·	-3
(36) CCOC(=O)c1c(C2COc3ccccc3O2)csc1NC(=O)c1ccco1 (configuration not stated)
    102	104	-12	104	102	105	11	105	5	·	-8
(37) CC(Sc1ccsc1[N+](=O)[O-])C(=O)N1CCN(c2ccccn2)CC1 (configuration not stated)
    ?	?	-9	?	?	?	-41	?	19	·	2
(38) O=C(CCS(=O)(=O)Cc1ccccc1)N1CCN(c2ccccc2)CC1
    99	99	2	101	101	102	13	107	6	·	-1
(39) CCOc1ccc(-n2cc(-c3ccccc3)c3c(SC(C)C(=O)OC)ncnc32)cc1 (configuration not stated)
    99	100	2	98	98	99	-16	100	22	-5	-2
(40) O=C1c2ccccc2C(=O)C1c1ccccc1
    101	98	18	100	106	104	-7	106	10	·	0
(41) CCCCN(C)CC(O)Cn1cc(/C=C/C(=O)c2cccs2)c2ccccc21 (configuration not stated)
    99	99	-60	94	100	99	-2	100	2	·	-2
(42) CC(C)COc1ccc(C(=O)N(Cc2ccco2)C2CCS(=O)(=O)C2)cc1 (configuration not stated)
    99	101	12	101	103	102	5	109	7	·	-2
(43) Brc1cccc(-c2nnc3sc(CNC4CCCC4)cn23)c1
    96	96	8	98	97	96	-19	98	6	·	-2
(44) CC1C(=O)CC(c2ccco2)NC1c1ccco1 (configuration not stated)
    97	94	4	99	100	100	-3	95	15	·	-1
(45) COc1ccccc1-c1n[nH]c(=S)o1
    97	99	30	98	101	101	12	99	11	-5	-2
(46) CCOc1ccc(/C=N/NC(=O)C2(O)c3ccccc3-c3ccccc32)cc1
    99	98	5	98	101	100	0	103	7	-3	-7
(47) Cc1cc(-c2nnc3n2N=C(c2ccc(-c4ccccc4)cc2)CS3)n[nH]1
    81	87	4	79*	76*	78*	7	75*	31	-5	7
(48) Cc1ccc(C(=O)O/N=C(\N)c2cccc([N+](=O)[O-])c2)cc1
    96	102	9	98	100	99	31	99	40	·	-6
(49) COC(=O)c1c(CSc2cccc(C)c2)noc1C(=O)NCc1ccco1
    100	97	17	98	102	97	-7	101	35	·	2
(50) CC(C)c1nnc(NC(=O)C2c3ccccc3Oc3ccccc32)s1
    93	100	-11	94	94	96	4	93	8	·	2
(51) CCN1CCN(CCCOc2ccc(Cl)cc2Br)CC1
    97	101	13	100	100	99	38	104	8	-5	-3
(52) O=C(OCC(=O)N1CCCCC1)c1cc(NS(=O)(=O)c2ccc(Cl)c([N+](=O)[O-])c2)ccc1O
    95	96	12	96	100	98	-23	98	13	-42	-6
(53) COC(=O)c1sc(S(=O)(=O)NCc2ccccc2)c(C(=O)OC)c1C
    93	92	-20	91	92	93	-2	92	24	-18	-2
(54) O=C(NCCCn1ccnc1)C1c2ccccc2Oc2ccccc21
    100	100	1	100	101	101	-10	105	12	8	-7

High-throughput results from PubChem.

Rows were taken by chance. Share with any hit: about 2.7%.
